NCI-60 one-dose screen, 48 h, at 10 µM unless noted. Numbers give growth in % (100 = growth as untreated, 0 = no growth, -100 = all killed).
NCI/ADR-RES = NCI/ADR-RES ovarian cells; 4.4% of 81,000 active; AID 1794790
ACHN = ACHN renal cancer; 4.9% of 81,000 active
CAKI-1 = CAKI-1 renal cancer | 4.7% of 75,000 active | AID 1794772
IGROV1 = IGROV1 ovarian cancer | 4.7% of 79,000 active
TK-10 = TK-10 renal cancer cells; 3.9% of 81,000 active
UO-31 = UO-31 renal cancer; 5.2% of 81,000 active
786-0 = 786-0 renal cancer cells | AID 1794775 | 5.1% of 81,000 active
SN12C = SN12C renal cancer cells. 3.8% of 81,000 active
* = called active by the depositor; . = not tested or not shown; & = joins results of further samples; [ ] = another dose, or the depositor's remark. How the source made its calls: active means growth percent below 10; inactive means the rest.

compound	NCI/ADR-RES	ACHN	CAKI-1	IGROV1	TK-10	UO-31	786-0	SN12C
OCC(F)(F)C(F)(F)C(F)(F)CO	108.5	101.3	93.2	111.9	99.4	104.0	98.8	92.9
Nc1cc(-c2c[nH]c3ccc(Br)cc23)nc2cc(-c3c[nH]c4ccc(Br)cc34)nn12	35.5	7.9*	21.1	22.2	35.7	41.3	-50.3*	26.8
CO[C@H]1CC(=O)n2c3ccccc3c3c4c(c5c6ccccc6n1c5c32)C(=O)NC4=O	36.2	68.1	58.1	37.3	37.3	71.3	97.4	65.6
CCN(CC)CCNc1ccnc2cc(Cl)ccc12	107.0	97.3&92.4	91.5&76.3	105.3&83.2	103.4&91.6	85.8&48.5	90.3	98.5&89.1
O=C(O)C1(Nc2ccc(Br)cc2)C=C(c2ccccc2)C(O)(c2ccccc2)C1 (configuration not stated)	69.1	67.8	51.1	66.4	86.5	61.1	74.0	79.3
Cc1cc(C2(c3cc(C)c(OCC(O)CNc4c(C)n(C)n(-c5ccccc5)c4=O)cc3C(C)C)OC(=O)c3ccccc32)c(C(C)C)cc1OCC(O)CNc1c(C)n(C)n(-c2ccccc2)c1=O (configuration not stated)	58.0	17.1	21.9	43.1	24.8	19.1	24.2	26.6
CC/C(=C(\CC)c1ccc(OS(=O)(=O)O)cc1)c1ccc(OS(=O)(=O)O)cc1	92.0	90.6	.	112.3	105.0	83.2	102.2	96.1
Nc1nc(SCc2cccc(CCl)c2)c2ncn(Cc3cccc(CCl)c3)c2n1	103.5	107.0	103.9	105.3	123.4	100.7	108.9	99.6
CCOC(=O)C(=O)O	105.2	108.7	109.9	114.4	106.2	90.0	96.6	106.8
O=S(=O)(O)c1cc(O)ccc1O	106.1	99.4	104.4	112.5	119.3	74.7	103.3	111.1
CCc1nc2c(=O)[nH]cnc2o1	101.2	105.0	100.5	111.5	107.6	75.7	109.9	109.0
Cc1nc2sc(C(=O)Nc3ccccc3)c(N)c2cc1C(=O)/C=C/c1ccccc1	-10.7*	3.7*	-54.1*	-7.0*	-18.1*	-82.6*	-57.2*	-27.1*
CC1(c2ccccc2N)N=C(N)Nc2nc3ccccc3n21 (configuration not stated)	111.7	89.5	82.1	68.8	99.9	69.1	100.0	90.1
COCCOC(=O)c1ccc2nc([C@@H](C)[C@H]3CC[C@H]4[C@@H]5CCC6=CC(=O)CC[C@]6(C)[C@H]5CC[C@]34C)[nH]c2c1	86.2	98.0	86.1	90.4	112.4	99.1	55.0	83.6
COc1cc2cc(Oc3ccc(NC(=O)Nc4cc(C(F)(F)F)cc(C(F)(F)F)c4)cc3)c(C)nc2cc1OCCN1CCCCC1	-66.9*	-100.0*	-76.7*	-78.4*	-72.4*	-98.9*	-83.6*	-92.6*
COc1ccc(Nc2ccn(CCC(=O)NCCC(C)C)c(=O)c2)cc1	.	100.3	98.9	110.1	108.5	82.2	101.8	102.0
C=C1CC[C@@H]2C(C)(C)[C@@H](O)CC[C@@]2(C)[C@@H]1COc1ccc2ccc(=O)oc2c1	61.7	80.1	73.5	95.3	95.0	52.6	89.6	74.9
Cc1cc(N(CCNc2ccnc3cc(Cl)ccc23)Cc2ccccn2)nc(N2CCCCC2)n1	74.7	88.4	66.0	49.5	94.5	35.6	59.4	66.3
CCOc1nc(-c2ccccc2)cc2c(O)c(C(=O)N/N=C/c3ccncc3)[nH]c(=O)c12	50.4	98.4	110.3	117.0	140.3	89.8	90.5	99.4
CS(=O)(=O)Nc1ccc(C(=O)/C=C2/C(=O)Nc3ccccc32)cc1	101.3	87.8	81.2	90.4	174.0	84.1	105.1	96.4
CC/C(Cc1ccccc1)=C(/c1ccc(O)cc1)c1ccc(OCCN2CCCCC2)cc1	92.1	104.9	80.5	85.0	89.7	61.4	81.8	83.0
CC(C)[C@H]1COC(=O)N1[C@@H]1C(=O)N([C@@H](CCC(=O)N2CCN(C3CCCC3)CC2)C(=O)N[C@@H]2CCCc3ccccc32)[C@@H]1/C=C/c1cccc(Cl)c1	64.1	57.8	59.3	48.4	54.2	43.5	54.9	59.6
N#CC1=C(N)n2nc(-c3cccnc3)nc2NC1c1ccc(F)cc1 (configuration not stated)	94.8	96.2	92.0	100.4	109.2	79.4	109.4	96.0
Nc1c(I)cc(I)c(C(=O)O)c1I	109.0	108.2	97.5	104.7	96.1	86.9	99.0	100.4
COCC(C)(COP(=O)(N1CCOCC1)N1CCOCC1)CC(C)COP(=O)(N1CCOCC1)N1CCOCC1 (configuration not stated)	99.5	96.4	92.5	105.8	106.9	88.3	96.7	95.4

(further entries)
compound	NCI/ADR-RES	ACHN	CAKI-1	IGROV1	TK-10	UO-31	786-0	SN12C
COc1ccc(C(=O)Cn2cnc3c(Nc4cc(C(=O)Nc5ccc(N6CCN(CCO)CC6)cc5)ccc4C)ncnc32)cc1	103.9	102.6	.	109.6	102.3	87.6	98.5	103.6
CCN(CC)CCCCC(C)Nc1ccnc2cc(Cl)ccc12 (configuration not stated)	108.4	110.1	104.0	134.5	106.3	89.2	109.8	102.2
Clc1ccc(CSc2cnnc3ccccc23)cc1Cl	76.3	84.7	70.2	99.6	92.4	64.2	87.3	79.7
COc1cccc2c1OC1(N3CCOCC3)CCCCC1C2C[N+](=O)[O-] (configuration not stated)	103.1	101.9	95.2	111.0	107.0	90.0	101.0	98.5
CCc1ccc(-c2cc(-c3ccccc3)n(-c3ccc(S(N)(=O)=O)cc3)n2)cc1	104.0	108.6	93.2	101.9	106.9	90.4	104.0	98.8
c1cc(-c2cnn(-c3ccc4cc(OCCN5CCCCC5)ccc4c3)c2)ccn1	94.6	68.4	80.6	102.0	46.7	91.7	55.2	79.0
O=C(O)N/N=C/c1ccc(Cl)cc1	97.2	115.6	.	97.3	93.1	96.2	96.3	95.8
COc1ccc(-c2cnc3sc4ccc(Cl)cc4n23)cc1	94.3	93.0	85.5	88.5	147.9	70.9	115.0	95.8
S=C(NCN1CCCCC1)NCN1CCCCC1	101.8	103.3	101.4	107.7	91.6	88.9	108.5	85.1
O=CN1N=C(c2ccc(Nc3nc(NCCO)nc(NCCO)n3)cc2)CC1c1ccc(Cl)cc1 (configuration not stated)	99.6	100.3	.	105.4	93.8	100.7	96.9	104.4
COP(=O)(OC)C(Cc1c[nH]c2ccccc12)NC(=O)OCc1ccccc1 (configuration not stated)	97.0	95.6	91.6	97.7	30.4	66.8	104.3	99.7
C#Cc1ccc(NC(=O)Cc2ccc(/C=C/C(=O)c3nccn3C)cc2)cc1	34.5	96.5	47.7	52.8	94.9	58.7	30.0	68.0
O=c1[nH]c2ccccc2[nH]1	109.2	111.1	99.0	114.9	105.2	92.0	107.7	99.3
Cn1c(-c2ccccc2)c(C#N)c2cccc(I)c21	96.7	103.8	90.5	83.4	78.8	81.0	94.7	101.1
O=C1c2ccccc2C(=O)c2c1ccc1[nH]c(CCl)nc21	34.5	10.7	7.3*	15.2	30.9	22.7	28.9	-1.8*
CC1CC(=O)c2ccccc2C1C (configuration not stated)	105.5	96.9	82.2	105.1	100.3	63.0	103.0	101.5
CCN(CCO)CCC(=O)c1ccc([N+](=O)[O-])cc1	102.1	110.5	102.1	107.5	99.8	75.0	102.6	107.1
O=C(O)C1C2CCCCC2=C2CCCCC2C1C(=O)Nc1nccs1 (configuration not stated)	103.8	92.3	92.5	87.8	131.5	68.0	105.8	92.9
COC(=O)CNC(=O)c1cccc2c(=O)c3ccccc3n(CCCCCCBr)c12	98.7	100.6	92.3	85.5	106.0	83.0	100.4	95.9
CNc1nc2c(s1)C(c1ccc(F)c(F)c1)CC(=O)N2 (configuration not stated)	96.0	91.8	82.5	99.4	105.5	80.1	95.3	91.0
CCc1cc2n(n1)-c1ncc(C(F)(F)F)cc1Oc1ccccc1-2	94.1	91.0	.	96.0	.	82.6	96.0	94.0
CC(=O)Nc1cccc2c1Cc1cc([N+](=O)[O-])ccc1-2	97.1	105.2	97.2	101.9	107.6	80.6	91.4	98.8
O=c1oc2ccc(Cl)cc2c(=O)n1-c1ccc(Cl)cc1F	6.2*	4.4*	-16.8*	14.3	6.7*	6.6*	5.1*	2.1*
COc1cc(CNC(=O)Cc2ccccc2)ccc1OCc1cn(-c2ccc(C#N)cc2)nn1	101.6	92.8	98.0	104.7	108.8	84.6	103.9	100.5
O=C(/C=C/c1ccco1)c1ccc2ccccc2c1	98.8&102.1	104.4&109.5	97.0&105.8	97.7&104.8	105.3&117.5	74.0&75.4	91.8&97.0	99.8&97.2

Three compounds from above, arranged by heavy-atom count, smallest number first:
compound	NCI/ADR-RES	ACHN	CAKI-1	IGROV1	TK-10	UO-31	786-0	SN12C
CC(=O)Nc1cccc2c1Cc1cc([N+](=O)[O-])ccc1-2	97.1	105.2	97.2	101.9	107.6	80.6	91.4	98.8
O=C1c2ccccc2C(=O)c2c1ccc1[nH]c(CCl)nc21	34.5	10.7	7.3*	15.2	30.9	22.7	28.9	-1.8*
COc1cc(CNC(=O)Cc2ccccc2)ccc1OCc1cn(-c2ccc(C#N)cc2)nn1	101.6	92.8	98.0	104.7	108.8	84.6	103.9	100.5

A second format for part of the listing above.
> O=C(O)C1C2CCCCC2=C2CCCCC2C1C(=O)Nc1nccs1 (configuration not stated)
  NCI/ADR-RES = 103.8
  ACHN = 92.3
  CAKI-1 = 92.5
  IGROV1 = 87.8
  TK-10 = 131.5
  UO-31 = 68.0
  786-0 = 105.8
  SN12C = 92.9

> O=CN1N=C(c2ccc(Nc3nc(NCCO)nc(NCCO)n3)cc2)CC1c1ccc(Cl)cc1 (configuration not stated)
  NCI/ADR-RES = 99.6
  ACHN = 100.3
  CAKI-1 = .
  IGROV1 = 105.4
  TK-10 = 93.8
  UO-31 = 100.7
  786-0 = 96.9
  SN12C = 104.4

> O=C(/C=C/c1ccco1)c1ccc2ccccc2c1
  NCI/ADR-RES = 98.8&102.1
  ACHN = 104.4&109.5
  CAKI-1 = 97.0&105.8
  IGROV1 = 97.7&104.8
  TK-10 = 105.3&117.5
  UO-31 = 74.0&75.4
  786-0 = 91.8&97.0
  SN12C = 99.8&97.2

> CC1CC(=O)c2ccccc2C1C (configuration not stated)
  NCI/ADR-RES = 105.5
  ACHN = 96.9
  CAKI-1 = 82.2
  IGROV1 = 105.1
  TK-10 = 100.3
  UO-31 = 63.0
  786-0 = 103.0
  SN12C = 101.5

(further entries)
compound	NCI/ADR-RES	ACHN	CAKI-1	IGROV1	TK-10	UO-31	786-0	SN12C
CCSc1ncc(CO)c(N)n1	124.5	105.5	.	.	100.6	94.5	103.6	106.2
c1ccc(-c2nc3ccccn3c2NCCN2CCOCC2)cc1	103.2	95.0	82.7	89.2	97.9	74.0	95.2	97.8
CCN1CCN(C(=O)[C@]23CCC(C)(C)C[C@@H]2C2=CC[C@@H]4[C@@]5(C)C/C(=C/c6cccnc6)C(=O)C(C)(C)[C@@H]5CC[C@@]4(C)[C@]2(C)CC3)CC1	8.3*	33.4	31.5	51.6	52.4	33.3	50.2	29.5
CCCCCc1c(C)[nH]c(/C=C2\N=C(c3ccc[nH]3)C=C2Oc2ccc(OC)cc2)c1C	-78.0*[100 µM]	-59.8*[100 µM]	-73.9*[100 µM]	-70.6*[100 µM]	-60.2*[100 µM]	-75.7*[100 µM]	-92.2*[100 µM]	-88.6*[100 µM]
O=[N+]([O-])c1ccc(-c2cc3c(Nc4ccc(Sc5nc6ccccc6s5)c(Cl)c4)ncnc3s2)cc1	60.3	34.4	.	43.8	48.2	43.4	61.6	28.6
CC(=O)Nc1cc(C(c2ccccc2)c2ccccc2)cc(C(c2ccccc2)c2ccccc2)c1C	51.8	51.1	49.2	58.0	84.3	49.3	63.6	69.7
Cn1nc(NC(=O)C(F)(F)F)c2ncc(-c3ccc(Cl)cc3)nc21	89.0	74.0	70.3	75.1	122.0	64.7	85.3	85.2
C/C=C\CCC(=O)c1ccccc1	107.0	106.2	99.4	110.0	96.0	91.8	102.4	96.0
COc1ccc(OC)c(C2C(C#N)=C(N)N(c3ccc(F)cc3F)C3=C2C(=O)CC(C)(C)C3)c1 (configuration not stated)	106.4	108.9	91.9	98.2	109.2	82.2	101.6	96.9
N#Cc1c(N2CCN(Cc3ccccc3)CC2)nc(=S)[nH]c1-c1ccco1	114.4	93.6	105.1	103.5	149.9	106.4	107.5	106.4
CCCCC(CC)COC1CCS(=O)(=O)C1 (configuration not stated)	103.2	106.4	95.3	113.4	114.7	102.8	98.7	101.5
COc1ccc(/C=C2\Oc3cc(OCCCCN4CCCCC4)ccc3C2=O)cc1OC	97.3	100.9	93.0	98.5	96.1	88.4	96.9	95.8
S=c1nn[nH]c2ccccc12	104.6	93.2	98.3	97.7	109.2	67.1	110.7	93.4
CC(C)(C)n1cc(-c2ccnc(NCCCNS(=O)(=O)c3cccc(F)c3)c2)c(-c2cccc(O)c2)n1	62.0	51.7	56.2	58.8	97.9	57.8	29.5	59.7
N#CC1(C#N)C2=C(CCCC2)NC(c2ccco2)C1(C#N)C#N (configuration not stated)	95.2	103.7	.	107.8	136.6	95.8	118.3	115.0
O=[N+]([O-])c1ccc(-c2cc3c(Nc4ccc(OCc5cccc(F)c5)c(Cl)c4)ncnc3s2)cc1	80.5	76.8	.	88.0	69.9	59.2	95.4	83.4
COc1ccc(-c2noc(CCc3nnc(-c4ccccc4)o3)n2)cc1	111.3	101.8	92.1	107.9	106.6	87.0	100.1	100.8
CCOC(=O)c1ccc(NC(=O)Nc2ncc(Cl)cc2Cl)cc1	101.5	106.8	.	115.1	108.4	96.4	92.9	86.8
Cc1ccccc1OCCSc1nc2ccc(NC(=O)c3ccccc3)cc2s1	69.5	86.4	71.7	83.8	98.7	55.2	76.3	76.5
Nc1ccc2c(c1)Cc1cc(N)c(Cl)cc1-2	107.2	98.5	94.1	98.2	115.4	52.6	97.7	89.8
CC1=NN(c2ccc([N+](=O)[O-])cc2)C(=O)C1	96.1	94.4	110.8	96.8	105.0	78.2	109.1	107.9
Cc1ccc2c(N)c(C(=O)Nc3ccc(B(O)O)cc3)sc2n1	79.7	64.4	80.8	90.2	120.4	82.7	81.6	70.0

Bioassay records: PubChem, NCI
